hgDAF12 agonist: hgDAF-12 agonism, primary luciferase screen | HEK293 GAL4-hgDAF12 UAS-luciferase reporter, agonist luminescence; normalized to butyrate control | activation, % at 6.8 µM | 1.8% of 370,000 active;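 active = activation above a cutoff set at the mean of all screened compounds plus 3 SD, cut at about 10% in these data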;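 note: 0% = DMSO wells and 100% = sodium butyrate wells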
DAX1 inh-1: NR0B1 (DAX1) inhibition | P51843 | 0.99% of 340,000 active | inhibition, % at 6.75 µM | AID 504766 | HEK293 Gal4-DAX1 luciferase reporter, luminescence;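 active = inhibition above the mean over all tested compounds plus 3 SD, cut at about 4.2% in these data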;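 note: 0% = DAX1-transfected cells with DMSO and 100% = empty-vector control cells with DMSO; inhibition shows as a rise in luminescence from relieved DAX1 repression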
NR1D1 modulator: modulators of human Rev-erb alpha DNA binding; P20393; Rev-erbα–FITC-DNA binding, fluorescence polarization, 90 min; activity, % at 10 µM; 0.79% of 370,000 active; AID 1259318;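 active = activity above about 14%, limit read from the data; passing the limit was not always enough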;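 note: 0% = DMSO wells with 35 nM protein and 100% = DMSO wells with 750 nM protein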
ssDAF12 agonist: S. stercoralis DAF-12 activation, primary screen; activation, % at 6.8 µM; AID 652126; 1% of 370,000 active; HEK293 ssDAF-12/GRIP1 lit1-tk-luc reporter, luminescence; % of 3 µM dafachronic acid response;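 active = activation above the mean over all tested compounds plus 3 SD, cut at about 0.9% in these data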;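 note: 0% = DMSO-only wells and 100% = 3 µM delta7-dafachronic acid wells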
DAX1 inh-2: blocks DAX1 repression of SF-1 activated StAR promoter; HEK293T StAR-luciferase reporter, SF-1/DAX-1 repression relief; inhibition, % at 6.8 µM; 1.1% of 370,000 active; AID 652010;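 active = inhibition above the mean over all tested compounds plus 3 SD, cut at about 3.6% in these data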;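 note: 0% = DAX-1 cells with DMSO and 100% = cells lacking DAX-1 with DMSO; higher inhibition means more luminescence from relief of DAX-1 repression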
SMARCA2 activ: activators of SMARCA2 function | MG213 cells, MMTV-luciferase reporter, dexamethasone, overnight | activation, % at 9.1 µM | 1% of 370,000 active; in the data active = activation above about 7.8%;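 note: 0% = vehicle wells and 100% = reference activator wells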
GAA850 FXN act: frataxin GAA850 promoter activation | HEK293 lucGAA850 FXN promoter luciferase reporter, 24 h; percent of 10 µM SAHA response | activation, % at 6 µM | 0.56% of 360,000 active | AID 540364;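 active = activation above the average of all compounds screened plus 3 SD, cutoff fixed separately per campaign, cut at about 7.5% in these data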;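 note: 0% = DMSO wells and 100% = 10 µM SAHA wells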
PLC-beta3 inh: inhibitors of human phospholipase C beta3 | Q01970 | Purified PLC-beta3, fluorogenic substrate, fluorescence | inhibition, % at 12.2 µM | 0.18% of 370,000 active; in the data active = inhibition above about 11%;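 note: 0% = median of compound wells on plate and 100% = full blocker control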
Target sequence (Q01970 whole entry, looked up): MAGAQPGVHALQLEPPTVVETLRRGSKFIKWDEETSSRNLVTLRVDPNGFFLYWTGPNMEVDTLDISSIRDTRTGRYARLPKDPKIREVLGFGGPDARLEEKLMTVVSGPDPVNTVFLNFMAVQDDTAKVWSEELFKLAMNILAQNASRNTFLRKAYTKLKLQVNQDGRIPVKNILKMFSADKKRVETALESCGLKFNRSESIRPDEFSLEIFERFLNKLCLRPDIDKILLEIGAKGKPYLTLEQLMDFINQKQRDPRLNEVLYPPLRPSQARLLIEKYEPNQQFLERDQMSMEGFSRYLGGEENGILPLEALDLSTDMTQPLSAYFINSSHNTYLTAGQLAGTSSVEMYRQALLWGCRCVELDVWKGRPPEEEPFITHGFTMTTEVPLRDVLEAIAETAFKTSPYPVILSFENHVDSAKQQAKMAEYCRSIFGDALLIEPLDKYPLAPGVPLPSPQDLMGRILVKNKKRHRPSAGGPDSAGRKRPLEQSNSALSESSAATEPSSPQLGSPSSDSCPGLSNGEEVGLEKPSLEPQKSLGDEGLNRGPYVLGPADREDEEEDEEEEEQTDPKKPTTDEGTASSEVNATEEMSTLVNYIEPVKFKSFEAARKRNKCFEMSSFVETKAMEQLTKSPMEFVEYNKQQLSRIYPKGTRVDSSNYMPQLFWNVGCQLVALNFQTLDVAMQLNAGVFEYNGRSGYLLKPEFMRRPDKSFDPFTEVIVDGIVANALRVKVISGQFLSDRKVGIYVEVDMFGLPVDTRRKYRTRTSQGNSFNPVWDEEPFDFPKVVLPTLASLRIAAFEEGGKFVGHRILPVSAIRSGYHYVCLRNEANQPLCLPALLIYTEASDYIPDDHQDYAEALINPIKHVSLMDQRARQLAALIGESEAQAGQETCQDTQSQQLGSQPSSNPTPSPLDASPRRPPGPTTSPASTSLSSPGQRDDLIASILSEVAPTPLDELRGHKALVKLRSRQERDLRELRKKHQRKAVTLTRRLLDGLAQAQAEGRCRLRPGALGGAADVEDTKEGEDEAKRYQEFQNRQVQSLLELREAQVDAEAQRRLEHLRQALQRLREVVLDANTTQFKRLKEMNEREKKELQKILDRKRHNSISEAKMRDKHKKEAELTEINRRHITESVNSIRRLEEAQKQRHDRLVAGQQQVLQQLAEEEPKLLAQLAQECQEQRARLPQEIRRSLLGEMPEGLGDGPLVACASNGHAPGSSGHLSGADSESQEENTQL
PG9 Ab binder: small molecules binding HIV-1 gp120 antibody PG9. 0.43% of 360,000 active. AID 624416. inhibition, % at 6.7 µM. TR-FRET gp120-PG9 antibody binding; in the data active = inhibition above about 8.5%
hcDAF12 agonist: activates DAF-12 receptor from parasite H. contortus. HEK293 hcDAF-12 lit1-tk-luc reporter, luminescence; 0% DMSO, 100% Δ7-dafachronic acid. activation, % at 6.8 µM. 1.4% of 370,000 active;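 active = activation above the mean of all tested compounds plus 3 SD, cut at about 5.5% in these data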;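 note: 100% = response to 3 µM Δ7-dafachronic acid high control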
sPLA2-III inh: Blocks human group III sPLA2 activity. Q9NZ20. QFRET BODIPY PC-A2 liposome hydrolysis, fluorescence. inhibition, % at 12.2 µM. 0.56% of 370,000 active;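 active = inhibition above mean plus 3 SD of compounds lying within the high and low control bounds, cut at about 19% in these data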;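 note: 0% = median of test compound wells and 100% = no enzyme DMSO wells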
An asterisk follows results filed as active.

O=C1c2ccccc2C(=O)N1CCCc1nc2ccccc2c(=O)n1-c1cccnc1 was read as hgDAF12 agonist -0.6, NR1D1 modulator 1.2, ssDAF12 agonist -1.7, DAX1 inh-2 -0.1, SMARCA2 activ -0.3, PLC-beta3 inh -2.6, PG9 Ab binder 3.0, hcDAF12 agonist 0.7 and sPLA2-III inh 3.3.
CSCCC(NC(=O)c1cc([N+](=O)[O-])cc([N+](=O)[O-])c1)c1nc2ccccc2[nH]1 (centres undefined) was read as hgDAF12 agonist -0.3, DAX1 inh-1 0.2, NR1D1 modulator -3.7, ssDAF12 agonist -1.0, DAX1 inh-2 -0.6, SMARCA2 activ 5.4, GAA850 FXN act -0.8, PLC-beta3 inh -2.0, PG9 Ab binder 0.2, hcDAF12 agonist 0.9 and sPLA2-III inh 3.8.
Screening CCCCCCN1C2=NCCCN2c2ccccc21 returned hgDAF12 agonist -2.1, DAX1 inh-1 0.0, NR1D1 modulator -2.3, ssDAF12 agonist -1.8, DAX1 inh-2 -0.4, SMARCA2 activ -3.6, GAA850 FXN act -5.2, PLC-beta3 inh -5.0, PG9 Ab binder -1.7, hcDAF12 agonist -0.9 and sPLA2-III inh -6.2.
For CCN1CCCC1CNC(=O)C1CCN(C(=O)c2cc3sccc3n2Cc2ccc(F)cc2)CC1 (centres undefined) the results were hgDAF12 agonist -3.4, DAX1 inh-1 -1.3, NR1D1 modulator -6.6, ssDAF12 agonist -1.1, DAX1 inh-2 -0.5, SMARCA2 activ 0.1, GAA850 FXN act 1.4, PLC-beta3 inh 3.7, PG9 Ab binder 1.4, hcDAF12 agonist 1.4 and sPLA2-III inh 3.2.
Screening COc1ccc(NC(=O)CC(c2ccco2)C(C)C)cc1 (centres undefined) returned hgDAF12 agonist -0.5, DAX1 inh-1 0.5, NR1D1 modulator -5.1, ssDAF12 agonist -1.1, DAX1 inh-2 -0.3, SMARCA2 activ 2.8, GAA850 FXN act 0.6, PLC-beta3 inh -2.9, PG9 Ab binder -1.8, hcDAF12 agonist 3.2 and sPLA2-III inh -10.9.
`CCn1cnc2c1c(=O)n(CC(=O)O)c(=O)n2Cc1ccccc1` gave hgDAF12 agonist 2.2, DAX1 inh-1 -1.7, NR1D1 modulator -3.3, ssDAF12 agonist -0.8, DAX1 inh-2 0.0, SMARCA2 activ -1.2, GAA850 FXN act -1.2, PLC-beta3 inh -6.5, PG9 Ab binder -1.7, hcDAF12 agonist -0.6 and sPLA2-III inh 2.1.
Screening OC(c1ccc(F)c(F)c1)c1nc(-c2ccc(F)c(Cl)c2)cs1 (centres undefined) returned hgDAF12 agonist 4.9, NR1D1 modulator -0.2, ssDAF12 agonist -1.3, DAX1 inh-2 0.7, SMARCA2 activ -3.0, GAA850 FXN act 2.7, PLC-beta3 inh -9.9, PG9 Ab binder -2.8, hcDAF12 agonist 0.8 and sPLA2-III inh -5.2.
CC(=O)Nc1ccc(NC(=O)CSc2cn(CC(=O)N3CCOCC3)c3ccccc23)cc1 was read as hgDAF12 agonist 2.0, DAX1 inh-1 1.4, NR1D1 modulator -2.9, ssDAF12 agonist -0.8, DAX1 inh-2 1.0, SMARCA2 activ -1.4, GAA850 FXN act 0.1, PLC-beta3 inh 3.0, PG9 Ab binder -0.9, hcDAF12 agonist -1.9 and sPLA2-III inh -2.9.
COCC(C)N=C1NN=C(c2ccc(NC(C)=O)cc2)CS1 (centres undefined) was read as hgDAF12 agonist 5.2, DAX1 inh-1 0.3, NR1D1 modulator -0.6, ssDAF12 agonist -1.3, DAX1 inh-2 -0.8, SMARCA2 activ 0.5, GAA850 FXN act 1.1, PLC-beta3 inh -17.2, PG9 Ab binder 2.1, hcDAF12 agonist -0.2 and sPLA2-III inh 4.5.
For C(=C\c1ccccc1)/CN1CCN(C(c2nnnn2-c2ccc3c(c2)OCCO3)C2CC2)CC1 (centres undefined) the results were hgDAF12 agonist -3.0, NR1D1 modulator 0.4, ssDAF12 agonist -1.2, DAX1 inh-2 -1.1, SMARCA2 activ -3.1, PLC-beta3 inh 2.5, PG9 Ab binder -1.3, hcDAF12 agonist -1.5 and sPLA2-III inh -17.5.
For CC1CC(C)CN(C(=O)CCC(=O)Nc2nnc(C3CCCCC3)s2)C1 (centres undefined) the results were hgDAF12 agonist -0.8, DAX1 inh-1 -0.4, NR1D1 modulator -5.0, ssDAF12 agonist -0.9, DAX1 inh-2 0.1, SMARCA2 activ -2.5, GAA850 FXN act -0.2, PLC-beta3 inh -6.1, PG9 Ab binder 0.8, hcDAF12 agonist 0.2 and sPLA2-III inh 3.9.
Screening O=C(NCc1ccccc1)c1cccc(COc2cccc(Cl)c2)c1 returned hgDAF12 agonist -1.1, DAX1 inh-1 -0.6, NR1D1 modulator 1.9, ssDAF12 agonist -1.6, DAX1 inh-2 -0.9, SMARCA2 activ 0.0, GAA850 FXN act -0.4, PLC-beta3 inh -4.2, PG9 Ab binder -1.4, hcDAF12 agonist 0.1 and sPLA2-III inh -10.0.
Cc1ccc(Nc2cc(C)nc(-c3ccccc3O)n2)cc1 was read as hgDAF12 agonist 12.5*, DAX1 inh-1 1.7, NR1D1 modulator 4.1, ssDAF12 agonist -0.7, DAX1 inh-2 -0.3, SMARCA2 activ 3.7, GAA850 FXN act 4.1, PLC-beta3 inh -494.2, PG9 Ab binder -1.3, hcDAF12 agonist 0.4 and sPLA2-III inh -21.4.
For O=c1oc2ccccc2cc1-c1csc(Cc2nc(-c3ccc(Br)cc3)cs2)n1 the results were hgDAF12 agonist -1.5, DAX1 inh-1 1.0, NR1D1 modulator 5.6, ssDAF12 agonist -0.9, DAX1 inh-2 -0.4, SMARCA2 activ -2.2, GAA850 FXN act 0.9, PLC-beta3 inh 0.5, PG9 Ab binder 0.1, hcDAF12 agonist 0.0 and sPLA2-III inh 0.7.
CCOCCc1nn2c(=O)cc(CSCC(=O)Nc3cccc(C)c3C)nc2s1 was read as hgDAF12 agonist 3.4, DAX1 inh-1 0.1, NR1D1 modulator -6.6, ssDAF12 agonist -1.3, DAX1 inh-2 0.1, SMARCA2 activ 1.5, GAA850 FXN act -0.4, PLC-beta3 inh -0.7, PG9 Ab binder -0.1, hcDAF12 agonist 0.3 and sPLA2-III inh 5.5.
Cc1cccc(N(Cc2cc3ccc(C)cc3[nH]c2=O)C(=O)c2ccco2)c1 was read as hgDAF12 agonist 1.8, DAX1 inh-1 -1.6, NR1D1 modulator 5.9, ssDAF12 agonist -0.8, DAX1 inh-2 -0.6, SMARCA2 activ 3.2, GAA850 FXN act 0.3, PLC-beta3 inh -7.6, PG9 Ab binder -0.5, hcDAF12 agonist -0.7 and sPLA2-III inh -8.0.
`CCOc1ccc(NC(=O)CN(C)C(=O)c2c(C)nn(-c3ccc(F)cc3)c2Cl)cc1OCC` gave hgDAF12 agonist -0.5, DAX1 inh-1 -1.1, NR1D1 modulator -9.4, ssDAF12 agonist -0.9, DAX1 inh-2 -1.8, SMARCA2 activ 2.1, GAA850 FXN act -0.2, PLC-beta3 inh 1.2, PG9 Ab binder -3.0, hcDAF12 agonist -0.9 and sPLA2-III inh -0.9.
Cc1cc(C)cc(OCC(=O)N/N=C/c2ccccn2)c1 was read as hgDAF12 agonist -1.2, DAX1 inh-1 0.8, NR1D1 modulator 0.3, ssDAF12 agonist -1.2, DAX1 inh-2 -0.4, SMARCA2 activ -2.0, GAA850 FXN act 0.5, PLC-beta3 inh -12.6, PG9 Ab binder 0.9, hcDAF12 agonist -1.7 and sPLA2-III inh -0.4.
`COc1ccc(-c2nnn(CC(=O)Nc3sc4c(c3C#N)CCCC4)n2)cc1` gave hgDAF12 agonist 2.1, DAX1 inh-1 0.1, NR1D1 modulator -4.5, ssDAF12 agonist -1.2, DAX1 inh-2 -1.3, SMARCA2 activ 0.3, GAA850 FXN act -0.9, PLC-beta3 inh -1.9, PG9 Ab binder -0.5, hcDAF12 agonist -0.7 and sPLA2-III inh 3.9.
`Cc1nn(-c2ccc(F)cc2)c(C)c1CN1CCN(CCC(C)C)C(CCO)C1` (centres undefined) gave hgDAF12 agonist -0.9, DAX1 inh-1 1.3, NR1D1 modulator -0.4, ssDAF12 agonist -0.8, DAX1 inh-2 0.1, SMARCA2 activ 2.5, GAA850 FXN act -4.6, PLC-beta3 inh 2.6, PG9 Ab binder 0.2, hcDAF12 agonist 1.4 and sPLA2-III inh 2.4.
`COc1ccc(Cl)cc1N(CC(=O)Nc1ccc2c(c1)OCCO2)S(C)(=O)=O` gave hgDAF12 agonist -4.9, DAX1 inh-1 -0.9, NR1D1 modulator -1.2, ssDAF12 agonist -2.0, DAX1 inh-2 -1.0, SMARCA2 activ -1.6, GAA850 FXN act -2.3, PLC-beta3 inh 0.8, PG9 Ab binder -0.9, hcDAF12 agonist -1.5 and sPLA2-III inh -14.6.
`Fc1cccc(Nc2nc(N3CCOCC3)nc(N3CCOCC3)n2)c1` gave hgDAF12 agonist 0.0, DAX1 inh-1 -0.9, NR1D1 modulator -3.9, ssDAF12 agonist -2.2, DAX1 inh-2 -0.8, SMARCA2 activ -2.5, GAA850 FXN act -0.3, PLC-beta3 inh -3.8, PG9 Ab binder -1.3, hcDAF12 agonist -1.5 and sPLA2-III inh -1.9.
Screening CC(=O)Nc1cccc(C(=O)OCC(=O)NC(=O)Cc2ccccc2)c1 returned hgDAF12 agonist 3.0, DAX1 inh-1 0.6, NR1D1 modulator -2.0, ssDAF12 agonist -1.4, DAX1 inh-2 0.3, SMARCA2 activ -3.2, GAA850 FXN act 1.0, PLC-beta3 inh -5.5, PG9 Ab binder -0.6, hcDAF12 agonist -1.3 and sPLA2-III inh -1.8.
Cn1c(=O)cc(OCCCC(=O)Nc2ccc3c(c2)OCCO3)c2ccccc21 was read as hgDAF12 agonist -0.5, DAX1 inh-1 1.0, NR1D1 modulator 2.6, ssDAF12 agonist -1.1, DAX1 inh-2 -0.7, SMARCA2 activ -1.7, GAA850 FXN act 1.1, PLC-beta3 inh -1.7, PG9 Ab binder -1.1, hcDAF12 agonist -1.0 and sPLA2-III inh 3.0.
`CCN(CC)C(=O)C1=C(C)N(Cc2ccc(OC)cc2)C(=O)C(CC(=O)NCCN2CCOCC2)C1` (centres undefined) gave hgDAF12 agonist 1.0, DAX1 inh-1 0.3, NR1D1 modulator -2.6, ssDAF12 agonist -0.9, DAX1 inh-2 -0.2, SMARCA2 activ -3.2, GAA850 FXN act 1.0, PLC-beta3 inh -2.1, PG9 Ab binder -0.4, hcDAF12 agonist 1.4 and sPLA2-III inh -3.8.
Screening CCC(C(=O)NCCCN1CC(C)CC(C)C1)n1nc(C)c2sc3ccccc3c2c1=O (centres undefined) returned hgDAF12 agonist 0.4, DAX1 inh-1 0.4, NR1D1 modulator 4.5, ssDAF12 agonist -1.0, DAX1 inh-2 0.1, SMARCA2 activ -1.3, GAA850 FXN act -1.9, PLC-beta3 inh -9.2, PG9 Ab binder -2.1, hcDAF12 agonist -0.6 and sPLA2-III inh -11.8.
